bovine MsrA act = activators of bovine methionine sulfoxide reductase A; activation, % at 10.6 µM; purified bovine MsrA, absorbance read-out; 360,000 tested, 0.3% active; in the data active = activation above about 7.5%;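 also: 0% = vehicle and 100% = reference activator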
LMPTP inh = LMPTP (human) inhibition; P24666; recombinant LMPTP-A, OMFP fluorogenic substrate, fluorescence intensity; inhibition, % at 20 µM; 360,000 tested, 0.22% active; AID 651560;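 active = compounds that cut the enzyme signal by at least half of the control window in the single-dose screen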;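 also: plate controls were DMSO wells with enzyme plus substrate for no effect and substrate without enzyme for full effect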
Target sequence (P24666 whole entry, looked up): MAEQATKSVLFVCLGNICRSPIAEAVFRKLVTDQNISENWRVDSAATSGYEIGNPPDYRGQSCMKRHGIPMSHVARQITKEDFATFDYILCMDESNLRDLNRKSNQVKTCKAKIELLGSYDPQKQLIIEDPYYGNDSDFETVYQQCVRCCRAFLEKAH
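test system = LMPTP-A | amount = 0.625 nM LMPTP-A final | reagent = fluorogenic phosphatase substrate OMFP at 400 µM final | incubation = 50 min at room temperature | benchmarks = no-enzyme low control, uninhibited high control | medium = Bis-Tris pH 6.0, DTT, detergent | signal = fluorescence intensity of OMFP turnover product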
E coli Lon inh = inhibitors of E. coli Lon protease. P0A9M0. purified E. coli Lon protease, fluorescence polarization. inhibition, % at 7.94 µM. 360,000 tested, 0.42% active. AID 602123; in the data active = inhibition above about 13%, passing the limit was not always enough;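 also: 0% = enzyme with probe and DMSO and 100% = no enzyme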
Tb MetRS inh = Trypanosoma brucei MetRS inhibition; purified T. brucei MetRS, ATP depletion, Kinase-Glo luminescence; inhibition, % at 11.9 µM; 360,000 tested, 0.4% active; AID 624268;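 active = inhibition above a per-plate cutoff of the control wells' mean inhibition plus 3 SD, cut at about 5.5% in these data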;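 also: 0% = DMSO wells median and 100% = median of wells with control inhibitor compound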
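Dosing: 11.9 µM single point; system: parasite MetRS enzyme; technique: luminescence of leftover ATP; times: 15 min enzyme-compound preincubation, 2 h reaction, 10 min detection, 25 °C; replicates: each compound tested once; read-out basis: percent inhibition relative to median high and low control wells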
MsrA inh = bovine MsrA inhibition; 360,000 tested, 0.75% active; inhibition, % at 15.5 µM; AID 651718; purified bovine MsrA, absorbance read-out; in the data active = inhibition above about 4.5%;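 also: 0% = vehicle wells with enzyme and 100% = reference inhibitor wells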
STEP block = blocks human striatal-enriched tyrosine phosphatase | 360,000 tested, 0.25% active | recombinant STEP, OMFP fluorogenic substrate, fluorescence | inhibition, % at 20 µM;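 active = inhibition at 20 µM, scaled per plate between control wells, above about 37%, limit read from the data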;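 also: 0% = DMSO with enzyme and substrate and 100% = substrate only without enzyme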
Target sequence (P54829 whole entry, looked up): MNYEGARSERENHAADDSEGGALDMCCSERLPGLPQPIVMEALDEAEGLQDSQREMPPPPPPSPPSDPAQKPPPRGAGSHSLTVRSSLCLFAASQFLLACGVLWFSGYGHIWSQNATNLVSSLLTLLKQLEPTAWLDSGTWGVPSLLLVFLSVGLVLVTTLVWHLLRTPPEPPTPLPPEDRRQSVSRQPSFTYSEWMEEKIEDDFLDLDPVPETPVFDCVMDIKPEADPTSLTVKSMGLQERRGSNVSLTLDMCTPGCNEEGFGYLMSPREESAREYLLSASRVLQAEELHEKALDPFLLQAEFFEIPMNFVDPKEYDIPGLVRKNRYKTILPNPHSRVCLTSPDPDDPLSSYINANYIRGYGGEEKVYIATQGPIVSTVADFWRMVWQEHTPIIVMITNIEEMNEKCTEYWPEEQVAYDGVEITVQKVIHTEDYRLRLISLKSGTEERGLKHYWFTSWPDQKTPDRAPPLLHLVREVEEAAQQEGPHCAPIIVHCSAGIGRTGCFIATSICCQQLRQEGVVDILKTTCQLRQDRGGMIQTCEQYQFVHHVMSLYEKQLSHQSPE
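Assay system: isolated STEP enzyme / Timing: 20 min at room temperature, dark / Doses: 20 µM, 1% DMSO / Technique: fluorescence intensity, excitation 480 nm, emission 540 nm / Reagent: fluorogenic phosphatase substrate OMFP at 25 µM final / Measure: percent inhibition scaled to no-enzyme and uninhibited-enzyme controls, plate-pattern corrected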
CendR NRP1 mod = modulators of CendR peptide binding to human neuropilin-1. O14786. FAM-RPARPAR peptide binding to NRP-1, fluorescence polarization. 360,000 tested, 0.85% active. inhibition, % at 25 µM;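 active = inhibition or corrected inhibition above about 18%, plus a signal ratio from 0.5 to 1.5, limit read from the data, passing the limit was not always enough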; also: strong numbers were not always called active
SUMO1-SIM PPI = alters human SUMO1 binding to SIM partners; P63165; SUMO1 binding to a labelled peptide, TR-FRET, 1 h; inhibition, % at 20 µM; 360,000 tested, 0.33% active; in the data active = inhibition above about 37%
Scp1 inh = blocks human Scp-1 phosphatase activity. Q9GZU7. Recombinant Scp1, phosphopeptide, malachite green phosphate absorbance. inhibition, % at 20 µM. AID 493091. 340,000 tested, 0.88% active;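 active = inhibition above about 50% at 20 µM, limit read from the data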;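 also: plate controls were DMSO wells with enzyme for no effect and wells lacking enzyme for full effect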
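Test system: SCP-1 catalytic domain; Buffer or medium: Acidic Tris acetate buffer with magnesium and detergent; Also added: Phosphorylated 17-residue peptide substrate; Compound: single 20 µM dose, 1% DMSO; Schedule: enzyme reaction 45 min at room temperature, colour 5 min, stabilisation 30 min; Signal: Phosphate-binding colour reagent, absorbance read at 630 nm.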
DNMT1 inh = inhibitors of human DNMT1. P26358. DNMT1 molecular beacon, Hinp1I cleavage, fluorescence. inhibition (reported as % activation of signal), % at 10 µM. 360,000 tested, 0.83% active. AID 588458; in the data active = inhibition above about 50%
Starred values were filed as active, the others as inactive; . = not tested or not shown. An unsorted share of the library; 4.3% or so of the library scored in one or more.

1	Cc1ccc(NC(=S)N2CCN(C)CC2)c(C)c1
2	COc1ccc(CNC(=O)COC(=O)CCC2CCCCC2)cc1
3	CC(NS(=O)(=O)/C=C/c1ccccc1)C(=O)NCCc1ccc(S(N)(=O)=O)cc1 (centres undefined)
4	Cc1ccc(C(=O)C2C(c3ccc(-c4ccccc4[N+](=O)[O-])o3)NC(=O)NC2(O)C(F)(F)F)cc1 (centres undefined)
5	CCc1nc2ccc(C(=O)NCCCn3ccnc3)cn2c1N(C)C(=O)COc1ccccc1
6	Cc1ccc(N2C(=O)Nc3ccc(Br)cc3C2(O)C(=O)NCCCN(C)C)cc1C (centres undefined)

entry no.	1	2	3	4	5	6
Scp1 inh	1	-8	9	-7	.	-2
E coli Lon inh	10	-18	-12	11	8	-7
SUMO1-SIM PPI	1	-1	-1	-7	-2	1
Tb MetRS inh	-0.4	-0.1	-0.5	0.1	-0.3	0.6
bovine MsrA act	-6	-3	-2	4	0	-1
DNMT1 inh	5	3	-2	-22	0	2
CendR NRP1 mod	3	13	-10	6	10	8
LMPTP inh	-4.0	0.4	-1.1	2.3	-1.5	-3.3
STEP block	1	2	1	2	1	1
MsrA inh	1.1	-0.1	1.4	-0.9	0.2	0.4

A different layout for some results above.
nr	SMILES	Scp1 inh	E coli Lon inh	SUMO1-SIM PPI	Tb MetRS inh	bovine MsrA act	DNMT1 inh	CendR NRP1 mod	LMPTP inh	STEP block	MsrA inh
2	COc1ccc(CNC(=O)COC(=O)CCC2CCCCC2)cc1	-8	-18	-1	-0.1	-3	3	13	0.4	2	-0.1
1	Cc1ccc(NC(=S)N2CCN(C)CC2)c(C)c1	1	10	1	-0.4	-6	5	3	-4.0	1	1.1

Given field by field: part of the list above
3. CC(NS(=O)(=O)/C=C/c1ccccc1)C(=O)NCCc1ccc(S(N)(=O)=O)cc1 (centres undefined)
  Scp1 inh: 9	E coli Lon inh: -12	SUMO1-SIM PPI: -1	Tb MetRS inh: -0.5	bovine MsrA act: -2	DNMT1 inh: -2	CendR NRP1 mod: -10	LMPTP inh: -1.1	STEP block: 1	MsrA inh: 1.4

4. Cc1ccc(C(=O)C2C(c3ccc(-c4ccccc4[N+](=O)[O-])o3)NC(=O)NC2(O)C(F)(F)F)cc1 (centres undefined)
  Scp1 inh: -7	E coli Lon inh: 11	SUMO1-SIM PPI: -7	Tb MetRS inh: 0.1	bovine MsrA act: 4	DNMT1 inh: -22	CendR NRP1 mod: 6	LMPTP inh: 2.3	STEP block: 2	MsrA inh: -0.9

5. CCc1nc2ccc(C(=O)NCCCn3ccnc3)cn2c1N(C)C(=O)COc1ccccc1
  Scp1 inh: .	E coli Lon inh: 8	SUMO1-SIM PPI: -2	Tb MetRS inh: -0.3	bovine MsrA act: 0	DNMT1 inh: 0	CendR NRP1 mod: 10	LMPTP inh: -1.5	STEP block: 1	MsrA inh: 0.2

6. Cc1ccc(N2C(=O)Nc3ccc(Br)cc3C2(O)C(=O)NCCCN(C)C)cc1C (centres undefined)
  Scp1 inh: -2	E coli Lon inh: -7	SUMO1-SIM PPI: 1	Tb MetRS inh: 0.6	bovine MsrA act: -1	DNMT1 inh: 2	CendR NRP1 mod: 8	LMPTP inh: -3.3	STEP block: 1	MsrA inh: 0.4

The list goes on:
7	O=S(=O)(Nc1ccc(-c2cn3ccccc3n2)cc1)c1ccccc1
8	Cc1c(C)n(CCCN(C)C)c2ncnc(NCc3ccccc3)c12
9	Cc1c(Cl)cccc1N1C(=O)c2ccccc2C1=O
10	O=C(NC1CCCCCCC1)C1CCN(S(=O)(=O)N2CCCC2)CC1
11	CC(C)NS(=O)(=O)c1ccc(OCC(=O)Nc2ccc3c(c2)OCO3)cc1
12	O=C1NC(Cc2ccc(O)cc2)c2nc3cc(Cl)ccc3c(=O)n2-c2cc3ccccc3cc21 (centres undefined)

entry no.	7	8	9	10	11	12
Scp1 inh	2	-2	-4	25	-3	.
E coli Lon inh	-7	9	-4	-3	3	-8
SUMO1-SIM PPI	4	-2	-2	-1	2	3
Tb MetRS inh	0.2	-0.7	-0.8	-0.5	-1.1	-0.5
bovine MsrA act	-10	-1	-3	-2	-6	-4
DNMT1 inh	1	-4	-1	1	0	-17
CendR NRP1 mod	6	-8	-16	10	1	2
LMPTP inh	6.1	-5.6	-0.4	-1.3	-0.4	2.5
STEP block	-4	-1	0	6	-1	2
MsrA inh	0.6	-0.6	-0.8	0.2	-1.1	-0.6

13	CCC(C)(C)NC(=O)C(c1ccc(OC)cc1)N(C(=O)CCC(=O)Nc1cc(C)on1)c1ccc2c(c1)OCCO2 (centres undefined)
14	CC(C)(CO)C(O)C(=O)NCCC#N (centres undefined)
15	Cc1cccc(-n2cc(-c3ccc([N+](=O)[O-])cc3)[nH]c2=S)c1
16	CC(C)N(Cc1ccccc1)C(=S)Nc1cccnc1
17	COC(=O)/C=C/c1c(C)[nH]c(=O)[nH]c1=O
18	COc1ccc2c(c1)c1ncn(Cc3ccccn3)c(=O)c1n2C

entry no.	13	14	15	16	17	18
Scp1 inh	-7	-10	1	1	-7	6
E coli Lon inh	2	4	-9	-10	-2	-8
SUMO1-SIM PPI	0	7	-21	-3	-9	-1
Tb MetRS inh	-0.1	-0.1	0.2	-0.1	-0.3	-0.4
bovine MsrA act	-2	-1	4	-4	-1	-2
DNMT1 inh	-4	0	10	0	-1	1
CendR NRP1 mod	0	2	10	-9	-5	2
LMPTP inh	-0.7	-2.2	4.8	-1.2	0.2	0.0
STEP block	-1	-2	1	-1	0	3
MsrA inh	-0.1	1.1	0.9	-1.0	1.8	2.0

19	CCOC(=O)Cn1cncc1-c1ccc([N+](=O)[O-])cc1
20	CC(C)NC(=O)c1onc(CSc2nc3ccccc3[nH]2)c1C(=O)NC(C)C
21	CCc1nnc(NC(=O)c2ncc(Cl)c(Cl)c2Cl)s1
22	COCCNC(=O)C1(C)CCCN(Cc2ccc(Oc3ccccc3)cc2)C1 (centres undefined)
23	COc1ccc(OC)c(S(=O)(=O)Nc2ccc(F)cc2)c1
24	Cc1nc2cncc(Br)c2n1C

entry no.	19	20	21	22	23	24
Scp1 inh	-8	-4	-1	.	-3	7
E coli Lon inh	-13	-8	0	6	-6	-11
SUMO1-SIM PPI	-31	20	13	0	-1	0
Tb MetRS inh	-0.5	-0.3	-0.5	0.2	-0.3	0.4
bovine MsrA act	-3	-1	-7	-1	-4	-6
DNMT1 inh	0	0	2	-1	2	-1
CendR NRP1 mod	-2	8	-12	-2	13	4
LMPTP inh	-1.2	-1.1	-1.7	-1.6	0.7	-2.0
STEP block	-1	-3	-2	2	4	-3
MsrA inh	2.1	-0.8	1.0	-1.2	1.1	-0.5
